# ERG Ets-DNA blk = inhibitors of human ERG Ets domain-DNA interaction; fluorescence polarization, His-ERG Ets domain / labelled DNA; Potency, µM (doses to about 76.9 µM), for the others: at the top dose FP activity, negative = inhibition, usual class: inhibitors; 370,000 tested, 0.028% active; active = well fitted inhibition curve with a large enough effect in the polarisation, with a control signal flat; inconclusive = small, poorly fitted or top-dose-only effect, or effect the other way, or a change in a side signal; inactive = no such curve, though single readings can be large or run the other way; the % refers to the polarisation;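 also: polarization taken with two DNA probes labelled with fluorescein and Texas red; potency is read from the fitted curve at half-maximal effect; % of control where 0% means no effect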
# Target sequence (P11308 whole entry, looked up, the tested form may be a part): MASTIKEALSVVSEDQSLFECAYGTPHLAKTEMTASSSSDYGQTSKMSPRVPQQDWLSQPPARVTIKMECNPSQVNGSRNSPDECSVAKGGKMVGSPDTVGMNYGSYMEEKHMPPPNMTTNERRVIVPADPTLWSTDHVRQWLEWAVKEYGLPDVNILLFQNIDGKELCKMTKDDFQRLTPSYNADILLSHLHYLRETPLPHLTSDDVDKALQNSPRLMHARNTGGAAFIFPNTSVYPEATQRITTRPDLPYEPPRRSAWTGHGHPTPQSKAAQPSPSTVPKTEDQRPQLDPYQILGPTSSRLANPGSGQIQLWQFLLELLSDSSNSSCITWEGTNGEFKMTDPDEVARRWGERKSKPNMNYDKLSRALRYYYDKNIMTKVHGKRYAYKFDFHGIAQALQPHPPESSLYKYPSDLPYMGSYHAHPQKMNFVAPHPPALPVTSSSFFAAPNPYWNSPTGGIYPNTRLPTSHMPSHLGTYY
#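 His-tagged ERG Ets domain (1 uM in the protein solution; 300mM KCl, 50mM Tris-HCl, 1mM EDTA, 1mM DTT, pH 7.5) received compound, then a probe mix of 5 nM fluorescein-DNA and 100nM Texas-615-DNA. Fluorescence polarization was read for both dyes.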
# POLH inh = blocks human DNA polymerase eta activity | Potency, µM (top dose mostly 114 µM), without a hit: at the highest dose activity change, negative = inhibition, most hits filed as inhibitors | recombinant Pol eta, fluorescent DNA replication assay | AID 588591 | Q9Y253 | 390,000 tested, 1.2% active; also: potency is read from the fitted curve at half-maximal effect; % is scaled to controls: 0 for no effect and ±100 for the full control effect
#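 Pol eta (10 nM) was preincubated with compounds for 15 min at room temperature, after which fluorescent replication substrate (50 nM final) was added to start the reaction. Fluorescence was read kinetically at 0 and 10 min.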
# 12-LOX inh = ALOX12 (human) lipoxygenase inhibition; P18054; purified 12hLO, xylenol orange hydroperoxide absorbance; Potency, µM (series often up to 108 µM), without a hit: at the highest dose activity change, negative = inhibition, most hits filed as inhibitors; 580,000 tested, 1.1% active; AID 1671190; also: potency is read from the fitted curve at half-maximal effect; % is scaled to controls: 0 for no effect and ±100 for the full control effect
# Target sequence (P18054 whole entry, looked up): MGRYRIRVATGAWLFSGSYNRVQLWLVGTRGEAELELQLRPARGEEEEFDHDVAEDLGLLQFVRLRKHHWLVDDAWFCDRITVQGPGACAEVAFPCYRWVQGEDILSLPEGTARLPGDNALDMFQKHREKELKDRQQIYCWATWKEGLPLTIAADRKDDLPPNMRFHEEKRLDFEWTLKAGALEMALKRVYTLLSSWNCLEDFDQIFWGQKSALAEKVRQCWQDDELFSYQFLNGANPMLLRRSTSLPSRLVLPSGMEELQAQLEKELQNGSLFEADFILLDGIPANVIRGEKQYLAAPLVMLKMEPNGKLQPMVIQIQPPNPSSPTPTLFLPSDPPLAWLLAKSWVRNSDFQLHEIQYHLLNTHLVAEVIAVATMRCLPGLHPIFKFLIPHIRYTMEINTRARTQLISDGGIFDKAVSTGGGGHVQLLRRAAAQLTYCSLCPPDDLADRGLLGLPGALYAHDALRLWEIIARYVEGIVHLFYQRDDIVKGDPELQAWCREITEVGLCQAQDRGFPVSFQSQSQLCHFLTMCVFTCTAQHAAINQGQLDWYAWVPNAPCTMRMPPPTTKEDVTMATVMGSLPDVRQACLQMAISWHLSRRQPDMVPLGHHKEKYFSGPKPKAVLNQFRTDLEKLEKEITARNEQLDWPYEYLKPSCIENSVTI
#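 Purified human 12hLO (150 nM final) in 25 mM Hepes, 0.01% Triton X-100, pH 7.0 was preincubated 15 min at room temperature with compound. Then 40 uM arachidonic acid was added, 30 min. Hydroperoxide was read by Fe-XO absorbance ratio 573/405 nm.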
# POLB inh = DNA polymerase beta (human) inhibition | P06746 | Pol beta primer extension/strand displacement, fluorescence kinetic | Potency, µM (top dose mostly 114 µM), inactives show top-dose activity change, negative = inhibition, usual class: inhibitors | 340,000 tested, 1.3% active; also: potency is read from the fitted curve at half-maximal effect; % is scaled to controls: 0 for no effect and ±100 for the full control effect
#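 Enzyme-only controls used 10 nM Pol beta; buffer lacking enzyme served as negative control. Compound preincubated 15 min, then 50 nM substrate added; 0 and 10 min reads at room temperature.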
# LDHA inh = blocks human lactate dehydrogenase A; AID 1347041; 480,000 tested, 0.15% active; activity change, % (values are at about 110 or 230 µM); purified LDHA, NADH/diaphorase-resazurin fluorescence; active compounds read low; P00338; in the data active = activity change below about -30%; inconclusive = mostly about -25% to -30%;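 also: plate controls were DMSO wells for no effect and wells without enzyme for full effect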
#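 Resorufin fluorescence (ex540/em590), read at 0 and 20 min after diaphorase/resazurin addition, reports the NADH left after a 5 min room-temperature reaction of 2 nM human LDH5 with 0.06 mM NADH and 0.2 mM pyruvate.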
# APEX1 inh = blocks human APE1 abasic DNA cleavage; recombinant APE1, TAMRA/BHQ-2 abasic DNA cleavage fluorescence; 350,000 tested, 0.35% active; P27695; Potency, µM (doses to about 65.8 µM), for inactives: at the top dose activity change, negative = inhibition, actives largely listed as inhibitors;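 also: potency is read from the fitted curve at half-maximal effect; plate controls were vehicle for no effect and reference inhibitor for full effect; nearly all actives have a fitted effect of over 55% in size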
#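 Incision of a quenched TAMRA/BHQ-2 THF abasic-site duplex (50 nM) by 0.75 nM APE1, after 15 min compound preincubation, measured as fluorescence increase over three 60 s reads. Values normalized to buffer, DMSO and NSC13755 control wells.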
# Pol kappa inh = blocks human DNA polymerase kappa activity; purified Pol kappa, fluorescent DNA synthesis assay, 10 min; Potency, µM (highest dose often 107 µM), for the others: at the top dose activity, negative = inhibition, hits mostly inhibitors; 400,000 tested, 0.53% active; AID 588579; also: potency is read from the fitted curve at half-maximal effect; % is scaled to controls: 0 for no effect and ±100 for the full control effect
#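 First, compounds were pin-transferred onto 10 nM Pol kappa. After 15 min at room temperature, substrate was added to 50 nM final. Fluorescence was then measured kinetically at 0 and 10 min.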
# RGS4 inh = human RGS4 inhibition; P49798; Potency, µM (highest dose often 114 µM), for the others: top-dose activity change, negative = inhibition, hits mostly inhibitors; Transcreener GDP fluorescence polarization, RGS4-accelerated GTP hydrolysis; 390,000 tested, 0.039% active; also: potency is read from the fitted curve at half-maximal effect; % is scaled to controls: 0 for no effect and ±100 for the full control effect; nearly all actives have a fitted effect of over 75% in size; some results filed as inactive show a strong effect at the top dose
#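 MLSMR compounds (23 nl, pin-transferred) preincubated 10 min at room temperature with a 500nM (2x) first reagent, then RGS4 at 900nM (2x) plus Transcreener GDP mix added; fluorescence polarization (620/688 nm) read before and after 90 min at 30 °C.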
# Anesthetic bind = binds horse apoferritin like a general anesthetic | apoferritin/1-aminoanthracene competitive binding, fluorescence | Potency, µM (top dose mostly 77.5 µM), for the others: at the top dose activity change, negative = displacement, usual class: inhibitors | 350,000 tested, 0.074% active | AID 485281; also: potency is read from the fitted curve at half-maximal effect; % is scaled to controls: 0 for no effect and ±100 for the full control effect; nearly all actives have a fitted effect of over 20% in size
#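 Concentration-response curves derived by four-parameter Hill fitting of normalized fluorescence, where compounds displaced 1-AMA from 10 uM horse apoferritin following a brief 10 min room-temperature incubation; propofol titration acted as positive control.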
# * marks the source's active call; other numbers are inactive results; i = inactive; ? = inconclusive; nt = no result given; & = joins results of further samples; [ ] = remark or other dose. Unless noted, calls follow the shape of the dose curve; as a rule, active = well fitted curve in the direction sought with a large enough effect; inconclusive = small, poorly fitted or top-dose-only effect, or another doubt; inactive = no such curve, though single readings can be large; an effect the other way counts as inactive or inconclusive. Not all compounds are listed; the hit share may differ from the screen's.
# A first look, 4 compounds:
SMILES,ERG Ets-DNA blk,POLH inh,12-LOX inh,POLB inh,LDHA inh,APEX1 inh,Pol kappa inh,RGS4 inh,Anesthetic bind
CN1CCN(C2Cc3cc(Cl)ccc3Sc3cc(F)ccc32)CC1 (centres undefined),-1%,-8%,?,nt,-6,nt,-4%,-24%,nt
O=C(Nc1ccc(Cl)c([N+](=O)[O-])c1)c1ccc(NCCCN2CCOCC2)c([N+](=O)[O-])c1,-9%,1%,-2%,12%,2,9%,-15%,11%,4%
CCOc1ccc(Nc2oc(-c3cccc(Cl)c3)nc2C#N)cc1,-4%,2%,?,-11%,0&-2,0%,-9%,-34%,-16%
Cc1ccc(CSc2ccc(S(=O)(=O)N3CCCC3)cn2)cc1,7%,-13%,17%,nt,-2,-7%,-7%,-9%,nt

# All compounds of this part, previewed entries included:
SMILES,ERG Ets-DNA blk,POLH inh,12-LOX inh,POLB inh,LDHA inh,APEX1 inh,Pol kappa inh,RGS4 inh,Anesthetic bind
CN1CCN(C2Cc3cc(Cl)ccc3Sc3cc(F)ccc32)CC1 (centres undefined),-1%,-8%,?,nt,-6,nt,-4%,-24%,nt
O=C(Nc1ccc(Cl)c([N+](=O)[O-])c1)c1ccc(NCCCN2CCOCC2)c([N+](=O)[O-])c1,-9%,1%,-2%,12%,2,9%,-15%,11%,4%
CCOc1ccc(Nc2oc(-c3cccc(Cl)c3)nc2C#N)cc1,-4%,2%,?,-11%,0&-2,0%,-9%,-34%,-16%
Cc1ccc(CSc2ccc(S(=O)(=O)N3CCCC3)cn2)cc1,7%,-13%,17%,nt,-2,-7%,-7%,-9%,nt
Cc1c(/C(O)=C2\C(=O)C(=O)N(CCCN(C)C)C2c2ccco2)cnn1-c1ccccc1 (centres undefined),-4%,-15%,?,nt,3,nt,0%,-11%,nt
Cc1[nH]n(-c2ccccc2)c(=O)c1C=Nc1ccc(S(=O)(=O)N=C(N)N)cc1,-5%,?,-17%,21%,2,-1%,6%,-38%,-17%
Cc1cc(C)nc(NNS(=O)(=O)c2ccc(Cl)cc2)n1,nt,-14%,?,nt,3,12%,1%,-16%,nt
FC(F)(F)c1ccnc(Sc2n[nH]c(C(F)(F)F)n2)c1,7%,-12%,0%,19%,-7,5%,-8%,-23%,2%
CN(CCc1ccccn1)S(=O)(=O)c1ccc(F)cc1,10%,-1%,?,42%,-19,8%,2%,10%,-12%
COC(=O)c1cc2ccccc2c(-c2c(O)ccc3ccccc23)c1O,4%,-26%,-40%,4%,3,-7%,-6%,-24%,-17%
Brc1ccc(Oc2ncc(CN3CCOCC3)s2)cc1,-8%,-9%,-13%,24%,0,15%,-6%,9%,-8%
COc1ccc(OC)c2sc(N3CCN(C(=O)c4ccco4)CC3)nc12,2%,-7%,?,29%,-3,nt,-10%[60.1 µM],4%,-8%
COC(=O)C1C2C=CC3(CN(Cc4cccs4)C(=O)C13)O2 (centres undefined),11%,-1%,0%,2%,1,-1%,-17%,22%,-9%
CC(=O)Nc1ccc(NC(=O)COC(=O)c2ccc(S(=O)(=O)N(C)c3ccccc3)cc2)cc1,7%,-3%,?,nt,-5,nt,-14%,9%,nt
Cc1nn(-c2ccccc2)c(N)c1C(O)(CC(=O)C(F)(F)F)C(F)(F)F (centres undefined),nt,-12%,0%,22%,0,-3%,-5%,2%,-2%
Nc1cccc(P(=O)(c2ccccc2)c2ccccc2)c1,-1%,-15%,0%,33%,-4,34%,-12%,-11%,-7%
CN1C(=O)CSc2ccc(NC(=O)Nc3ccccn3)cc21,5%,3%,7%[57.4 µM],-11%,-12,3%,5%,-1%,-6%
CS(=O)c1nc(-c2ccc(Br)cc2)cc(-c2ccccc2)c1C#N (centres undefined),nt,2%,-13%,-15%,-9,-1%,-17%,-3%,6%
CCOC(=O)c1c(C)n(C)c2ccc(OC)c(NC(=O)CCN3CCSCC3)c12,-7%,-7%,-25%,2%,-11,3%,-1%,18%,-9%
COc1ccc(-c2nc3c(n2O)CCCC3=O)cc1OC,-8%,-18%,0%,7%,-3,0%,-1%,-4%,-12%
NC(=O)c1ccccc1N,5%,-13%,15%,nt,8,nt,-12%,?,nt
CCC(=O)Nc1ccc(-c2nc3ncccc3o2)cc1C,-3%,-4%,-14%,-13%,-12,nt,-14%,8%,-2%
CC(OC(=O)c1ccccc1O)C(=O)Nc1cccc(Cl)c1 (centres undefined),2%,-4%,-7%,-25%,-6,3%,-20%,9%,-9%
COC(=O)c1sc(NC(=O)COc2cccnc2[N+](=O)[O-])c(C(=O)OC)c1C,-13%,?,45%[activator],nt,-1,-32%,-28%,-9%,nt
Cc1cc(NC(=O)CC#N)n(-c2nc3ccccc3[nH]2)n1,22%,-7%,23%,17%,-8,3%,-2%,-9%,4%
CC(C)CN(CC(C)C)C(=O)Cc1coc2ccc3ccccc3c12,-4%,-18%,-4%,0%,0,3%,-10%,-27%,-17%
O=C(O)CCCC(=O)Nc1cccc([N+](=O)[O-])c1,9%,-4%,-6%,-3%,-3,-1%,2%,-6%,-2%
CCc1c(C)nc(SCC(=O)c2ccc(C)c(C)c2)[nH]c1=O,nt,7%,-4%[57.4 µM],5%,-3,3%,7%[60.1 µM],-13%,-21%
COc1ccc(-c2coc3c2c(C)cc2oc(=O)c(C)c(C)c23)cc1,-3%,1%,-27%,49%,-3,nt,9%,18%,-3%
Cc1ccc(Nc2nc(N3CCOCC3)nc(N3CCOCC3)n2)cc1C,4%,-10%,?,-28%,-9,18%,-25%,12%,-9%
COc1ccc(-c2nnc(-c3cccnc3)o2)cc1,-9%,0%,-18%,41%,-3,0%,3%,-25%,-8%
CCn1c(=O)c(CCC(=O)NCC2CCCO2)c(C)c2c(C)nn(-c3ccccc3)c21 (centres undefined),-18%,-11%,-20%,-16%,-2,42%,0%,-11%[56.9 µM],-4%
CCOC(=O)c1c(/N=C/N(C)C)sc(C=O)c1-c1ccccc1,10%,-20%,-7%,5%,-3,-4%,-9%,-11%,-2%
Cc1[nH]c(=O)[nH]c(=O)c1S(=O)(=O)N1CCCC1,13%,-2%,2%,14%,-10,17%,-1%,17%,-4%
Cc1ccc(CCNC(=O)C2CCN(S(=O)(=O)c3cccc4nsnc34)CC2)cc1,0%,-5%,-20%,17%,3,15%,-12%,-18%,4%
COCCc1ncc(CN2CCCC(C(=O)Nc3cccc(-c4cccc(C)c4)c3)C2)cn1 (centres undefined),1%,-4%,-1%,1%,-2,-2%,-6%,19%[56.9 µM],-18%
O=C(O)CCn1c(-c2ccccc2)cc2ccccc21,2%,-25%,4%,6%,-17,-2%,0%,-18%,-1%
CCCCN(C(=O)NC(=O)Nc1nc2ccc(OC)cc2s1)S(C)(=O)=O,nt,-1%,-16%[57.4 µM],-2%,-3,5%,-5%,2%,-3%
COCCN(C(=S)Nc1cc(C)cc(C)c1)C(C)c1cccnc1 (centres undefined),-4%,-17%,?,-8%,-2,9%,0%,-27%,-9%
O=C1CC(Nc2ccccc2)C(=O)N1c1ccc(N2CCOCC2)cc1 (centres undefined),0%,9%,0%,7%,5,15%,-15%,32%,-9%
O=C1NN(c2ccc(F)cc2)C(=O)/C1=C/c1cccs1,-3%,13%,?,2%,-6,-5%,-29%,-35%,-7%
CCCCCCCOc1ccc(-c2ccc(C#N)cn2)cc1,-7%,-21%,-19%,0%,3,5%,-5%,-21%,-7%
COc1cccc(CN2C(=O)c3ccccc3Sc3ccc(C(=O)NCCc4ccc(Cl)cc4)cc32)c1,1%,-24%,-11%,2%,2,nt,-21%,-14%,-8%
CCN(CC)C(=O)C1CCCN(c2ccc([N+](=O)[O-])cc2/C=N/NC(=O)c2cccc([N+](=O)[O-])c2)C1 (centres undefined),-7%,-7%,0%,-7%,-1,7%,5%,-15%,-16%
CCC1(O)CCCC2C3CCC4CC(=O)CCC4(C)C3C(=O)CC21C (centres undefined),1%,-3%,-1%,nt,-10,nt,-3%,?,nt
COCCN(CCOC)CC(O)COC(c1ccccc1)c1ccccc1 (centres undefined),1%,-10%,nt,3%,-8,-3%,-10%,14%,-12%
CC1(C)CN(c2ccsc2C(=O)O)C1=O,6%,-13%,?,4%,-2,6%,12%,-9%,-1%
CN(Cc1ccccc1)CC(O)COc1ccc(CNCCOc2cccnc2)cc1 (centres undefined),-3%,-28%,-12%,9%,-3,-6%,-12%,-23%,-8%
CC(CCc1ccccc1)NC(=O)CCNC(=O)c1ccccc1Cl (centres undefined),-4%,-2%,192%[activator],nt,-6,47%,2%,6%,nt
Cc1ccc2sc(C)[n+](CCC(C)S(=O)(=O)[O-])c2c1 (centres undefined),1%,-3%,?,-3%,-6,2%,-17%,?,-4%
CCC(C)NC(=O)C1CC(c2ccc(OC)cc2)=NO1 (centres undefined),-6%,-7%,4%,24%,-2,17%,3%,-17%,-9%
CCOc1ccc(C(C)C)cc1S(=O)(=O)n1nc(C)cc1C,7%,-22%,0%,-6%,-4,-1%,-11%,39%,4%
CCNc1ccccc1CP(=O)(c1ccccc1)c1ccccc1O (centres undefined),?,2%,i,50µM*,38,16%,-38%,?,7%
CCn1nc(C(=O)Nc2ccc(C)c(C)c2)c(Cl)c1Cl,-6%,-1%,0%,16%,-5,2%,-6%,36%,-3%
Cc1cccc(N2C(=O)C(O)=C(C(=O)c3cccs3)C2c2ccc(F)cc2)n1 (centres undefined),-5%,-14%,-19%,0%,-2,3%,-2%,3%,-14%
